APEX1 inh – inhibitors of human APE1 endonuclease; P27695; recombinant APE1, TAMRA/BHQ-2 abasic DNA cleavage fluorescence; Potency, µM (highest dose often 65.8 µM), without a hit: at the highest dose activity change, negative = inhibition, actives largely listed as inhibitors; 350,000 compounds, 0.35% hits;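 note: plate controls were vehicle for no effect and reference inhibitor for full effect; nearly all actives have a fitted effect of over 55% in size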
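Measures dequenching upon AP-site incision of a 5'-TAMRA/3'-BHQ-2 THF-containing duplex, 50 nM; human APE1 0.75 nM after 15 min room-temperature exposure to compound; kinetic three-point read at one-minute spacing.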
G9a block – blocks human histone lysine methyltransferase G9a; Q96KQ7; G9a H3K9 monomethylation, AlphaScreen, 2 h; 350,000 compounds, 8.8% hits; Potency, µM (series often up to 102 µM), for the others: top-dose activity, negative = inhibition, most hits filed as inhibitors; AID 504332; note: % is set by controls: 0 for no effect and ±100 for the full control effect; nearly all actives have a fitted effect of over 75% in size
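Signal arises when biotinylated H3K9 peptide, once monomethylated, bridges streptavidin donor and antibody-captured acceptor beads. Enzyme at 20 nM was preincubated 15 min with test compounds; peptide 500 nM and SAM 20 uM then reacted for 2 h.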
POLK inh – DNA polymerase kappa (human) inhibition; AID 588579; Potency, µM (titrated, usually from 107 µM), inactives show at the highest dose activity, negative = inhibition, most hits filed as inhibitors; purified Pol kappa, fluorescent DNA synthesis assay, 10 min; 400,000 compounds, 0.53% hits; note: % is set by controls: 0 for no effect and ±100 for the full control effect
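Enzyme at 10 nM met test compounds for 15 min at room temperature. Substrate addition (50 nM final) began the reaction, which was monitored by fluorescence at 0 and 10 min.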
JMJD2A Tudor – inhibitors of human JMJD2A Tudor domain; AlphaScreen JMJD2A-Tudor / H3K4me3 peptide binding; Potency, µM (highest dose often 114 µM), without a hit: top-dose activity change, negative = inhibition, most hits filed as inhibitors; 390,000 compounds, 4.4% hits; O75164; AID 504339; note: % is set by controls: 0 for no effect and ±100 for the full control effect; nearly all actives have a fitted effect of over 50% in size
BAZ2B block – inhibitors of human BAZ2B bromodomain; AlphaScreen BAZ2B-H3K14Ac peptide displacement; AID 504333; Potency, µM (series often up to 114 µM), for the others: at the highest dose activity change, negative = inhibition, actives largely listed as inhibitors; 360,000 compounds, 4.4% hits; Q9UIF8; note: % is set by controls: 0 for no effect and ±100 for the full control effect; nearly all actives have a fitted effect of over 60% in size
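Inhibition is scored as reduced AlphaScreen emission. The BAZ2B/b-H3(5-23)K14Ac complex (50 nM each) in PBS pH 7.4, 0.01% Tween-20 meets compound (up to 110 uM) for 30 min at RT before bead addition.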
Pol beta inh – inhibitors of human DNA polymerase beta. P06746. Pol beta primer extension/strand displacement, fluorescence kinetic. Potency, µM (titrated, usually from 114 µM), without a hit: at the top dose activity change, negative = inhibition, actives largely listed as inhibitors. 340,000 compounds, 1.3% hits; note: % is set by controls: 0 for no effect and ±100 for the full control effect
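Preincubation: enzyme (10 nM) with compound, 15 min, RT. Reaction: substrate added to 50 nM final. Reads: 0 and 10 min. Analysis: normalized, Hill fit.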
Pol iota inh – inhibitors of human DNA polymerase iota; Pol iota fluorescent replication assay, 10 min; Potency, µM (titrated, usually from 115 µM), for inactives: top-dose activity, negative = inhibition, hits mostly inhibitors; 390,000 compounds, 1% hits; AID 588590
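Fluorescent replication assay read twice, at 0 min and 10 min after adding 50 nM (final) substrate. Enzyme (10 nM) and compounds were first incubated 15 min at room temperature; enzyme-free buffer wells were negative controls.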
Pol eta inh – DNA polymerase eta (human) inhibition; recombinant Pol eta, fluorescent DNA replication assay; Potency, µM (series often up to 114 µM), for the others: at the top dose activity change, negative = inhibition, usual class: inhibitors; 390,000 compounds, 1.2% hits; Q9Y253; AID 588591; note: % is set by controls: 0 for no effect and ±100 for the full control effect
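Pol eta (10 nM) was preincubated with compounds for 15 min at room temperature, after which fluorescent replication substrate (50 nM final) was added to start the reaction. Fluorescence was read kinetically at 0 and 10 min.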
BLM inh – Bloom syndrome helicase (human) inhibition; P54132; recombinant BLM DNA unwinding, fluorescence dequenching; Potency, µM (series often up to 56.1 µM), for inactives: at the top dose activity change, negative = inhibition, actives largely listed as inhibitors; 350,000 compounds, 0.2% hits;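 note: plate controls were vehicle for no effect and no enzyme for full effect; nearly all actives have a fitted effect of over 35% in size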
An asterisk follows results filed as active; u = inconclusive; x = no result given; [ ] = another dose, or the depositor's remark. Calls come from the whole dose curve; as a rule, active = well fitted curve in the direction sought with a large enough effect; inconclusive = small, poorly fitted or top-dose-only effect, or another doubt; inactive = no such curve, though single readings can be large; an effect the other way counts as inactive or inconclusive. Potency is the fitted concentration of half-maximal effect. An excerpt; rates above refer to the full screens.

Letters: A = APEX1 inh; B = G9a block; C = POLK inh; D = JMJD2A Tudor; E = BAZ2B block; F = Pol beta inh; G = Pol iota inh; H = Pol eta inh; I = BLM inh
[1] CCC(=O)N1CCc2cc(CNS(=O)(=O)c3c(C)cc(C)cc3C)ccc21
  A: x	B: 1%[59 µM]	C: -2%[60.1 µM]	D: -2%	E: 4%	F: -12%	G: -16%	H: -12%	I: -3%
[2] O=C(NCCNC(=O)c1cnccn1)c1cccc(Cl)c1
  A: -10%	B: -4%	C: -1%	D: 1%	E: 0%	F: -3%	G: 18%	H: -6%	I: -9%
[3] O=C(Cn1nnc2ccccc2c1=O)N[C@@H](Cc1ccccc1)C(=O)O
  A: 3%	B: 14%	C: -1%	D: -10%	E: -2%	F: -10%	G: 4%	H: -4%	I: -1%
[4] Nc1nc(SCC(=O)N2CCCc3ccccc32)n[nH]1
  A: 34%	B: x	C: -11%	D: -8%	E: x	F: x	G: -8%	H: 2%	I: x
[5] O=C(NC1CCCC1)C(=O)N(Cc1cccnc1)C(C(=O)NC1CCCC1)c1ccco1 (stereo not given)
  A: -2%	B: -42%	C: -3%	D: 13%	E: -19%	F: -19%	G: 3%	H: 2%	I: 3%
[6] CN1CCC(OC(=O)c2cccc(Br)c2)CC1
  A: 2%	B: u	C: 0%	D: -3%	E: 11%	F: 9%	G: -4%	H: -9%	I: 3%
[7] O=C(Nc1ccccc1O)c1cccc(S(=O)(=O)N2CCOCC2)c1
  A: 8%	B: 5%	C: 5%	D: -1%	E: -37%	F: 1%	G: 53%[activator]	H: -8%	I: -8%
[8] CCCC(=O)Nc1c2c(nc3ccccc13)N(c1ccccc1)CC2
  A: u	B: -3%	C: -11%	D: 13%	E: 13%	F: -9%	G: 57%[activator]	H: -11%	I: -1%
[9] CN(C)c1ccc(P(=O)(OCc2ccccc2)C(O)c2ccncc2)cc1 (stereo not given)
  A: 20%	B: 7%[59 µM]	C: -18%	D: -15%	E: -3%	F: 31%	G: 4%	H: -7%	I: -4%
[10] Cc1[nH]c(=O)[nH]c(=O)c1CSc1nnc([C@@H](NC(=O)OC(C)(C)C)C(C)C)o1
  A: 2%	B: -49%	C: -4%	D: -1%	E: 9%	F: 6%	G: 12%	H: -9%	I: -3%
[11] CC(NC(=O)/C(C#N)=C/c1cn(-c2ccccc2)nc1-c1ccc(F)cc1)c1ccccc1 (stereo not given)
  A: 1%	B: -1%[59 µM]	C: -4%	D: -11%	E: 3%	F: -19%	G: 14%	H: -7%	I: -8%
[12] Cc1cccn2c(=O)c(C(=O)NCCc3ccccc3)c(O)nc12
  A: x	B: -12%[59 µM]	C: 5%	D: 4%	E: 20%	F: -3%	G: -14%	H: -2%	I: 1%
[13] CCc1c(C#N)c(=O)[nH]c(=O)n1-c1ccccc1
  A: x	B: x	C: -43%	D: -6%	E: x	F: x	G: 11%	H: u	I: x
[14] Cc1ccc(C(=O)Nc2ncc(C)s2)s1
  A: 8%	B: u	C: -10%	D: -15%	E: -2%	F: 35%	G: 12%	H: 1%	I: 2%
[15] O=C(CSC1=NCCS1)NC1CCCCC1
  A: 0%	B: u	C: -6%	D: 13%	E: 0%	F: 31%[activator]	G: 0%	H: -26%	I: 1%
[16] CCCC[C@H]1CCCO[C@@](C(=O)NCc2cc(C)n(C)n2)(C(F)(F)F)C1
  A: -7%	B: x	C: 14%	D: -9%	E: x	F: x	G: 40%[activator]	H: x	I: -3%
[17] CCOC(=O)CCc1c(C)c2ccc(OC(C)C(=O)OCC)c(C)c2oc1=O (stereo not given)
  A: -8%	B: 20%[59 µM]	C: -14%	D: 18%	E: 14%	F: 30%	G: 0%	H: -21%	I: -8%
[18] O=C(Nc1ccon1)Nc1ccc(Cl)cc1Cl
  A: 28%	B: 74%[activator]	C: 0%	D: -12%	E: 0%	F: 11%	G: 21%	H: -8%	I: -1%
[19] C/C(=N/OCC(=O)NCCCCCCNC(=O)CO/N=C(/C)c1cccs1)c1cccs1
  A: 11%	B: 2%[59 µM]	C: -2%	D: 6%[57.1 µM]	E: 1%	F: -3%	G: 10%	H: -25%	I: 5%
[20] CC1CCN(C(=O)CSc2nc(-c3ccc(F)cc3)cc(C(F)(F)F)n2)CC1
  A: x	B: -2%[59 µM]	C: -5%	D: 1%	E: u	F: -12%	G: -21%	H: -10%	I: 1%

Some of these compounds in order of number of heavy atoms, highest first.
Letters: A = APEX1 inh; B = G9a block; C = POLK inh; D = JMJD2A Tudor; E = BAZ2B block; F = Pol beta inh; G = Pol iota inh; H = Pol eta inh; I = BLM inh
[11] CC(NC(=O)/C(C#N)=C/c1cn(-c2ccccc2)nc1-c1ccc(F)cc1)c1ccccc1 (stereo not given)
  A: 1%	B: -1%[59 µM]	C: -4%	D: -11%	E: 3%	F: -19%	G: 14%	H: -7%	I: -8%
[19] C/C(=N/OCC(=O)NCCCCCCNC(=O)CO/N=C(/C)c1cccs1)c1cccs1
  A: 11%	B: 2%[59 µM]	C: -2%	D: 6%[57.1 µM]	E: 1%	F: -3%	G: 10%	H: -25%	I: 5%
[17] CCOC(=O)CCc1c(C)c2ccc(OC(C)C(=O)OCC)c(C)c2oc1=O (stereo not given)
  A: -8%	B: 20%[59 µM]	C: -14%	D: 18%	E: 14%	F: 30%	G: 0%	H: -21%	I: -8%
[9] CN(C)c1ccc(P(=O)(OCc2ccccc2)C(O)c2ccncc2)cc1 (stereo not given)
  A: 20%	B: 7%[59 µM]	C: -18%	D: -15%	E: -3%	F: 31%	G: 4%	H: -7%	I: -4%
[16] CCCC[C@H]1CCCO[C@@](C(=O)NCc2cc(C)n(C)n2)(C(F)(F)F)C1
  A: -7%	B: x	C: 14%	D: -9%	E: x	F: x	G: 40%[activator]	H: x	I: -3%
[13] CCc1c(C#N)c(=O)[nH]c(=O)n1-c1ccccc1
  A: x	B: x	C: -43%	D: -6%	E: x	F: x	G: 11%	H: u	I: x
[18] O=C(Nc1ccon1)Nc1ccc(Cl)cc1Cl
  A: 28%	B: 74%[activator]	C: 0%	D: -12%	E: 0%	F: 11%	G: 21%	H: -8%	I: -1%
[15] O=C(CSC1=NCCS1)NC1CCCCC1
  A: 0%	B: u	C: -6%	D: 13%	E: 0%	F: 31%[activator]	G: 0%	H: -26%	I: 1%
[14] Cc1ccc(C(=O)Nc2ncc(C)s2)s1
  A: 8%	B: u	C: -10%	D: -15%	E: -2%	F: 35%	G: 12%	H: 1%	I: 2%

Remaining list, next part:
Letters: A = APEX1 inh; B = G9a block; C = POLK inh; D = JMJD2A Tudor; E = BAZ2B block; F = Pol beta inh; G = Pol iota inh; H = Pol eta inh; I = BLM inh
[21] CCOc1cc(/C=C2\SC(N)=NC2=O)ccc1O
  A: 39%	B: 56µM*	C: -11%	D: -7%	E: -11%	F: 6%	G: u	H: -3%	I: -6%
[22] CN(C(=O)CCl)C1CCCc2ccccc21 (stereo not given)
  A: 15%	B: -21%	C: -11%	D: -19%	E: u	F: 13%	G: -9%	H: 19%	I: 0%
[23] COc1ccccc1C(=O)Nc1c2c(nn1-c1cccc(C)c1C)CS(=O)C2 (stereo not given)
  A: 3%	B: -9%	C: -2%	D: -1%	E: -8%	F: 4%	G: 80%[activator]	H: -24%	I: 3%
[24] CC1CCCC(C)N1C(=O)COC(=O)Cn1cnc2c1c(=O)n(C)c(=O)n2C (stereo not given)
  A: 4%	B: -29%	C: 0%	D: -14%	E: -4%	F: x	G: 15%	H: -3%	I: x
[25] C=CCSc1nnc(-c2cnn(-c3ccccc3)c2-n2cccc2)n1C
  A: 9%	B: -3%[12.7 µM]	C: -6%	D: -14%	E: 3%	F: -5%	G: 15%	H: -7%	I: 0%
[26] O=C(Nc1ncc2c(n1)-c1ccccc1CC2)c1cccc(Cl)c1
  A: -4%	B: -6%	C: -5%	D: -18%	E: -5%	F: u	G: 7%	H: -9%	I: -4%
[27] CCc1cccc(C)c1NC(=O)CSc1nc(C)cc(C)c1C(=O)Nc1ccccc1
  A: x	B: -7%[59 µM]	C: -12%	D: -19%	E: 0%	F: 4%	G: 0%	H: -4%	I: -3%
